PTHR1 agonist: activates the human parathyroid hormone receptor PTHR1. 410,000 tested, 0.075% active. Q03431. HEK293 GP2 PTHR1 cells, GloSensor cAMP luminescence, 1 h. Potency, µM (titrated, usually from 115 µM), inactives show at the highest dose activation, hits mostly activators; note: potency is the fitted concentration of half-maximal effect; nearly all actives have a fitted effect of over 55% in size; some results filed as inactive show a strong effect at the top dose; inactives centre near -15; many of its hits are not listed in these tables
Target sequence (Q03431 whole entry, looked up): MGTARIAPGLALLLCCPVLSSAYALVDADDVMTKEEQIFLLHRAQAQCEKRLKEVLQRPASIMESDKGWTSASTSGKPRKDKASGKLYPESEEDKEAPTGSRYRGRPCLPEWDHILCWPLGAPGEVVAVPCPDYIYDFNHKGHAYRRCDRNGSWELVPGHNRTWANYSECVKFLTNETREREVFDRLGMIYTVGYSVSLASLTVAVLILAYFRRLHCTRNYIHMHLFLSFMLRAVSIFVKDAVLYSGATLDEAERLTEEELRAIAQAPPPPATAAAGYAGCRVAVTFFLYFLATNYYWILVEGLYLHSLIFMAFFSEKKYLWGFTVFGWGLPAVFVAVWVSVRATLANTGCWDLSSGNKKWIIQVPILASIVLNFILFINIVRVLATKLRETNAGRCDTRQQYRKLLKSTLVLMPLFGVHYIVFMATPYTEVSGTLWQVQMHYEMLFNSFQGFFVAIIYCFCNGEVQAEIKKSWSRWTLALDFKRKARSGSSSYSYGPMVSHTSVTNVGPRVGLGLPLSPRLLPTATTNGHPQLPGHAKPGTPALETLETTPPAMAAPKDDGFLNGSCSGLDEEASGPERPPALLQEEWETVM
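HEK-293-derived GP2 cells expressing PTHR1 and a GloSensor cAMP reporter, 3,000/well, plated overnight, given luciferin plus IBMX (each 0.5 mM as added) for 1 h at 37 °C, then compound for 1 h at 37 °C. Luminescence was read after 15 min at room temperature.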
TDP-43 yeast inh: inhibitors of TDP-43 toxicity in yeast. 410,000 tested, 1.8% active. Potency, µM (doses to about 46.1 µM), without a hit: at the highest dose growth rescue (activation), hits mostly activators. TDP-43 expressing yeast growth rescue, BacTiter-Glo, 24 h. AID 652104; note: potency is the fitted concentration of half-maximal effect; % of control where 0% means no effect; nearly all actives have a fitted effect of over 50% in size
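Luminescence from BacTiter-Glo reports growth of TDP-43-expressing yeast after 24 hr at 30 deg C with compound. Cells were raffinose-pregrown to mid-log, then seeded in galactose medium at OD600=0.02.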
pAkt inh: Akt phosphorylation inhibition; Neuro2A IGF-stimulated pAkt S473 HTRF, 20 min; stronger effect = lower value; activity change, % for hits at 50 µM; 360,000 tested, 0.32% active; AID 651550; in the data active = activity change below about -80%; inconclusive = mostly about -51% to -80%; note: % is set by controls: 0 for no effect and ±100 for the full control effect
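Neuro2A cells (4,500/well, DMEM with 0.5% FBS) were treated with compound at a single 50 µM final concentration, stimulated with 6 nM IGF for 20 min at 37 °C, and lysed. Phospho-Akt Ser473 was read by HTRF as 665/615 ratio ×10^4.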
MmCpn inh: M. maripaludis TRiC chaperonin inhibition; 330,000 tested, 0.031% active; purified Mm-Cpn ATPase, ADP Transcreener TR-FRET; Potency, µM (highest dose often 76.9 µM), for inactives: at the top dose activity, negative = inhibition, most hits filed as inhibitors; note: potency is the fitted concentration of half-maximal effect; % is set by controls: 0 for no effect and ±100 for the full control effect; nearly all actives have a fitted effect of over 80% in size
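ATP (10 uM final) was added to archaeal chaperonin (25 nM final) after 10 min exposure to test compound at 37°C; after 30 min further incubation, ADP was detected by competitive TR-FRET.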
FUS suppressor: rescues growth of FUS-expressing yeast; Potency, µM (highest dose often 76.6 µM), without a hit: at the top dose growth rescue (activation), most hits filed as activators; 390,000 tested, 0.24% active; S. cerevisiae FUS-expressing, growth rescue, OD600, 24 h;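 note: potency is the fitted concentration of half-maximal effect; plate controls were DMSO vehicle for no effect and reference control for full effect; nearly all actives have a fitted effect of over 55% in size; some results filed as inactive show a strong effect at the top dose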
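Cultures pregrown in 2.5% raffinose medium are shifted to minimal medium containing 2% galactose to express toxic FUS. Compounds are tested at several concentrations. After 24hr at 30C, growth is quantified at 600 nm absorbance.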
GLP1R inv ag: acts as inverse agonist at human GLP-1 receptor; P43220; HEK293 GLP-1R CRE-luciferase, luminescence, 24 h; GLP-1R form is constitutively active; Potency, µM (series often up to 38.3 µM), for the others: at the top dose activity change, negative = inhibition, most hits filed as inhibitors; 410,000 tested, 1.6% active; note: potency is the fitted concentration of half-maximal effect; % is set by controls: 0 for no effect and ±100 for the full control effect; nearly all actives have a fitted effect of over 55% in size
Target sequence (P43220 whole entry, looked up): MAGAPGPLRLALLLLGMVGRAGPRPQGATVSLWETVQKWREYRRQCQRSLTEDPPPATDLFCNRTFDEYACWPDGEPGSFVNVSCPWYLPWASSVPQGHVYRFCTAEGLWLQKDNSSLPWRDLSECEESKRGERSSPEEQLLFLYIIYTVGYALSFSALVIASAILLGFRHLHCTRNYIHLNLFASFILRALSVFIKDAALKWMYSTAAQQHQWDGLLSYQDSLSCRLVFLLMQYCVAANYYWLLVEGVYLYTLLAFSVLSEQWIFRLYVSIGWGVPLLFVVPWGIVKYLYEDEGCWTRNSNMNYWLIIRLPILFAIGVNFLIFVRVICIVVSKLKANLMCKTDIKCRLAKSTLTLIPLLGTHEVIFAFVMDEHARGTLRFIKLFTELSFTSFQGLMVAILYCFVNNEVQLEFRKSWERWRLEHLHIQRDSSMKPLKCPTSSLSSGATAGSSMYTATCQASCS
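GLP-1R inverse agonism mode: basal reporter luminescence in engineered HEK293 cells measured after one day of compound exposure at 37 deg C, with a 12 min room-temperature detection step.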
Abeta yeast res: A-beta toxicity reversal in yeast. yeast expressing A-beta42, growth rescue, OD600, 48 h; response scale: 0% DMSO, 100% iron-clioquinol control. Potency, µM (doses to about 46.1 µM), inactives show top-dose growth rescue, actives largely listed as activators. 410,000 tested, 0.063% active. AID 1347071; note: potency is the fitted concentration of half-maximal effect; nearly all actives have a fitted effect of over 55% in size
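Yeast growth medium received pinned compounds, then yeast cells expressing toxic A-beta were added; plates incubated at 30 C for 48 hr. Growth read as absorbance at 600 nm, normalized to DMSO and equimolar FeCl3 plus clioquinol controls.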
aSyn rescue: alpha-synuclein toxicity inhibition in yeast; Yeast expressing alpha-synuclein, growth rescue, BacTiter-Glo, 24 h; AID 652106; 370,000 tested, 0.14% active; Potency, µM (doses to about 46.1 µM), for inactives: at the highest dose growth rescue (activation), most hits filed as activators; note: potency is the fitted concentration of half-maximal effect; % of control where 0% means no effect; nearly all actives have a fitted effect of over 65% in size
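Galactose-induced alpha-syn yeast (OD600=0.02, raffinose-pregrown) + pinned cpd, 24 hr, 30 deg C; growth by BacTiter-Glo luminescence. Growth restoration scores as activation.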
HEK293 tox: cytotoxicity counter-screen for GLP-1 receptor inverse agonists; HEK293 cAMP-luciferase reporter cells, luminescence, 24 h; Potency, µM (titrated, usually from 38.3 µM), for inactives: at the top dose activity change, negative = inhibition, actives largely listed as inhibitors; 410,000 tested, 0.13% active;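 note: loss of luciferase light is scored as toxicity; potency is the fitted concentration of half-maximal effect; % is set by controls: 0 for no effect and ±100 for the full control effect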
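To flag toxic compounds, the library was rerun on cells for 24 hr at 37 deg C and 5% CO2. Viability-linked luminescence was captured 12 min after adding luciferase detection reagent.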
* marks the source's active call; other numbers are inactive results; i = inactive; u = inconclusive; x = not tested or not shown; [ ] = remark or other dose. Unless noted, calls come from the whole dose curve; as a rule, active = well fitted curve in the direction sought with a large enough effect; inconclusive = small, poorly fitted or top-dose-only effect, or another doubt; inactive = no such curve, though single readings can be large; an effect the other way counts as inactive or inconclusive. A portion of the library, so the mix of outcomes need not match the whole.

nr | compound | PTHR1 agonist | TDP-43 yeast inh | pAkt inh | MmCpn inh | FUS suppressor | GLP1R inv ag | Abeta yeast res | aSyn rescue | HEK293 tox
1 | CCOC(=O)Cn1c(=O)n(C2CCCCC2)c2nc(-c3ccccc3Cl)nc(C(N)=O)c21 | -1% | 17% | x | x | 0% | -9% | -7% | 5% | 1%
2 | CCO[C@H]1OC(C(=O)NCc2ccccc2)=C[C@@H](c2cn(C(C)=O)c3ccccc23)[C@@H]1CCCO | i | 1% | i | x | 39% | -26% | 5% | 3% | 3%
3 | Cc1cc2c(=O)c(C(=O)c3ccncc3)cn(CC(=O)Nc3cccc(C)c3C)c2cc1C | -18% | 12% | x | x | -14% | 10% | -5% | x | -7%
4 | CN(/N=C/c1cccnc1)c1cnn(-c2ccc(F)c(Cl)c2)c(=O)c1Cl | -3%[57.5 µM] | 17% | i | 0% | 2% | 1% | 24% | 5% | 2%
5 | CC(=O)NCCC(=O)Nc1nc2ccc(Oc3ccccc3)cc2s1 | i | -16% | i | -8% | 44% | -25% | 3% | -2% | 5%
6 | CCCN1C(C(=O)c2ccccc2)=C(OC(=O)COc2ccc(C)cc2)c2ccccc2S1(=O)=O | -33%[inhibitor] | -79%[inhibitor] | x | x | -5% | u | -60%[inhibitor] | x | 4%
7 | Cc1nc(N)sc1C(=O)OCC(C)C | i | 23% | i | 1% | -6% | 61%[activator] | -5% | -10% | 6%
8 | Cc1ccc(SCC(=O)N(C)C2CCS(=O)(=O)C2)cc1 (configuration not stated) | -12% | 10% | i | 3% | -15% | 10% | -4% | 1% | -7%
9 | Cc1cc(NC(=O)CCNS(=O)(=O)c2ccc3c(c2)oc(=O)n3C)ccc1Br | i | 0% | x | x | 18% | -1% | 6% | x | 0%
10 | O=C(Nc1nccs1)[C@@H]1CC=C[C@@H]2CCN(Cc3ccccc3)C(=O)[C@@H]21 | -16% | 2% | i | x | -7% | -5% | -16% | -1% | -5%
11 | O=C(COc1ccccc1)Nc1ccccc1C(=O)OCc1cc(=O)n2nc(C3CC3)sc2n1 | -19% | 21% | x | x | -24% | -7% | 3% | x | 4%
12 | O=C(CN(Cc1ccccc1F)C(=O)Cn1nnc(-c2cccs2)n1)NCC1CCCO1 (configuration not stated) | i | -9% | i | -1% | 0% | 7% | 16% | 2% | -1%
13 | O=C(Nc1nnc(COc2ccc(F)cc2)s1)c1cccs1 | -17% | 17% | i | 1% | -3% | 15% | 3% | -3% | 5%
14 | CCOc1ccc(N(Cc2cc3cc(OC)ccc3[nH]c2=O)S(C)(=O)=O)cc1 | -8%[57.5 µM] | -22% | i | 0% | 25% | 0% | -5% | -3% | -15%
15 | O=C(Cc1ccccc1)Nc1cccc([N+](=O)[O-])c1 | i | u | i | 0% | 11% | 7% | -1% | -1% | 18%
16 | COc1cc2c(cc1OC)C(C)N(C(C)=O)CC2 (configuration not stated) | 11%[57.5 µM] | -26% | i | 0% | 2% | 10% | -9% | 0% | -7%
17 | Cc1cccc(NS(=O)(=O)c2ccc(C(=O)NCC(c3ccco3)N(C)C)cc2)c1C (configuration not stated) | -20% | 8% | i | -2% | 9% | u | 1% | 9% | -1%
18 | Cc1ccccc1CSc1ncc(C#N)c(N)n1 | -60%[inhibitor] | u | i | -18% | x | 7% | 6% | -5% | -6%
19 | CCOc1ccc(N(C)C(=O)C2CCN(S(=O)(=O)c3c(C)noc3/C=C/c3ccc(C)cc3)CC2)cc1 | i | 7% | x | x | 19% | -9% | 6% | x | 3%
20 | CCN(CC(=O)Nc1ccccc1C(F)(F)F)C(=O)CN1C(=O)NC2(CCCC2)C1=O | 1% | 0% | i | 1% | 13% | 1% | -13% | -2% | 0%
21 | O=C(CCCN1C(=O)c2ccccc2C1=O)N1CCCCC1 | -8% | 5% | i | -1% | -7% | 4% | 1% | -3% | -3%
22 | O=S(=O)(c1ccc(-c2csc(=Nc3ccc(OC(F)(F)Cl)cc3)n2CCCO)cc1)N1CCCC1 | -97%[inhibitor] | u | x | x | u | 10µM* | 2% | x | -27%
23 | O=C1NC(=O)/C(=C\c2ccc(Oc3ccc([N+](=O)[O-])cn3)cc2)S1 | -7% | 15% | i | 1% | -9% | -19% | -11% | -2% | 6%
24 | Nc1cc(C(=O)N2CCN(c3ccccc3Cl)CC2)ccc1N1CC2CC(C1)c1cccc(=O)n1C2 (configuration not stated) | -21% | 15% | i | x | 20% | 2% | 5% | 2% | 4%

Next section; the last 7 above are carried over.
nr | compound | PTHR1 agonist | TDP-43 yeast inh | pAkt inh | MmCpn inh | FUS suppressor | GLP1R inv ag | Abeta yeast res | aSyn rescue | HEK293 tox
18 | Cc1ccccc1CSc1ncc(C#N)c(N)n1 | -60%[inhibitor] | u | i | -18% | x | 7% | 6% | -5% | -6%
19 | CCOc1ccc(N(C)C(=O)C2CCN(S(=O)(=O)c3c(C)noc3/C=C/c3ccc(C)cc3)CC2)cc1 | i | 7% | x | x | 19% | -9% | 6% | x | 3%
20 | CCN(CC(=O)Nc1ccccc1C(F)(F)F)C(=O)CN1C(=O)NC2(CCCC2)C1=O | 1% | 0% | i | 1% | 13% | 1% | -13% | -2% | 0%
21 | O=C(CCCN1C(=O)c2ccccc2C1=O)N1CCCCC1 | -8% | 5% | i | -1% | -7% | 4% | 1% | -3% | -3%
22 | O=S(=O)(c1ccc(-c2csc(=Nc3ccc(OC(F)(F)Cl)cc3)n2CCCO)cc1)N1CCCC1 | -97%[inhibitor] | u | x | x | u | 10µM* | 2% | x | -27%
23 | O=C1NC(=O)/C(=C\c2ccc(Oc3ccc([N+](=O)[O-])cn3)cc2)S1 | -7% | 15% | i | 1% | -9% | -19% | -11% | -2% | 6%
24 | Nc1cc(C(=O)N2CCN(c3ccccc3Cl)CC2)ccc1N1CC2CC(C1)c1cccc(=O)n1C2 (configuration not stated) | -21% | 15% | i | x | 20% | 2% | 5% | 2% | 4%
25 | CCCC(=O)Nc1cc(C(=O)O)ccc1Sc1ccccc1 | -11% | 17% | i | 0% | -2% | -1% | 8% | 4% | 9%
26 | O=C(C1CCCN(Cc2ccncc2)C1)N1CCc2ccccc2C1 (configuration not stated) | i | 19% | i | 0% | -7% | -5% | 4% | 0% | -8%
27 | Cc1ccc(CNC(=O)c2ccccc2NS(=O)(=O)c2ccc(Cl)nc2)cc1 | -56%[inhibitor] | u | i | -3% | x | -25% | -7% | -30%[inhibitor] | -10%
28 | O=C(O)/C=C/C(=O)Nc1ccc2c(c1)C(=O)c1ccccc1C2=O | 12% | u | i | 0% | -3% | 39%[activator] | u | 22µM* | -26%
29 | COC(=O)C1CCN(S(=O)(=O)c2cc3c4c(c2)CCN4C(=O)CC3)CC1 | i | -20% | i | -4% | 16% | 2% | -17% | 3% | 8%
30 | O=C(CCC(=O)c1ccc(Cl)cc1)NCc1ccccc1 | i | 18% | i | -6% | -8% | -8% | x | 0% | 0%
31 | Cc1ccc(S(=O)(=O)/N=C(/Nc2cccc(O)c2)c2ccccc2)cc1 | i | -8% | i | -1% | 15% | -32% | 2% | 1% | -17%
32 | O=C(NC1CCCCCC1)C1c2ccccc2C(=O)N1Cc1ccccc1Cl (configuration not stated) | i | u | x | x | -24% | 6% | -5% | x | 4%
33 | CCN(CC)c1ccc(NC(=O)C2CC(=O)N(Cc3ccccc3)C2)cc1 (configuration not stated) | -20% | -17% | i | -6% | 13% | u | -13% | -1% | 0%
34 | CCN1C(=O)N[C@@H](c2ccc(Br)cc2)C(C(=O)OC)=C1C | -8% | 14% | i | 2% | 0% | -1% | -8% | 14% | u
35 | COc1ccc(CN(C#N)c2nc(C)cc(C)n2)cc1 | 0% | u | i | -1% | 9% | 14% | -6% | 16% | 1%
36 | COc1cc(NS(=O)(=O)c2cc3c(cc2C)NC(=O)CO3)cc(OC)c1 | -31%[inhibitor] | 20% | i | 1% | -2% | -7% | -1% | 0% | -1%
37 | Nc1[nH]n(-c2ccccc2)c(=O)c1N=Nc1ccc2c(c1)OCCO2 | -43%[inhibitor] | u | i | -3% | 24% | u | 6% | -1% | u
38 | CCOc1nc(-c2ccccc2)ccc1-c1noc(-c2cccs2)n1 | -5%[57.5 µM] | -2% | i | -19% | 29% | 0% | 5% | -9% | -6%
39 | Cc1c(NC(=O)C(C)N2CC(C)OC(C)C2)c(=O)n(-c2ccccc2)n1C (configuration not stated) | i | 17% | i | -1% | 3% | -1% | 4% | 6% | 2%
40 | COc1ccc(CN2COc3ccc4c(C)cc(=O)oc4c3C2)cc1 | i | 11% | x | x | -11% | 9% | -15% | 1% | 141%[activator]
41 | O=C(CCNC(=O)c1ccc(Br)cc1)NNC(=O)c1ccccc1 | i | 0% | i | -1% | 12% | u | -18% | -2% | -3%
42 | COc1ccc(NC(=O)CSc2nnc(C)n2C2CC2)cc1S(=O)(=O)N1CCOCC1 | i | 7% | i | 3% | 6% | 15% | -11% | 0% | 4%
43 | COCCN1C(=O)c2ccccc2C1c1nnnn1C(C)C (configuration not stated) | 8% | 0% | i | x | -23% | 19% | -8% | -5% | 2%
44 | COc1ccc(NS(=O)(=O)c2ccc(N/N=C/c3ccc(N4CCOCC4)cc3)c([N+](=O)[O-])c2)cc1 | i | 2% | i | 3% | 5% | 14% | -3% | 2% | -12%

Screening results: PubChem, National Center for Advancing Translational Sciences (NCATS)
